# Bioassay records deposited in PubChem BioAssay by Sanford-Burnham Center for Chemical Genomics.
# hIAP block – human IAP inhibition; P09923; purified IAP, CDP-Star luminescence, 30 min; inhibition, % at 10 µM; 330,000 compounds, 0.12% hits; AID 2544;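 active = inhibition reaching a set limit with compound at 10 µM in the primary screen, cut at about 35% in these data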;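 note: plate controls were DMSO wells with enzyme for no effect and no-enzyme buffer wells for full effect; values of inactives mirror those of a sister screen read the other way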
# Target sequence (P09923 whole entry, looked up): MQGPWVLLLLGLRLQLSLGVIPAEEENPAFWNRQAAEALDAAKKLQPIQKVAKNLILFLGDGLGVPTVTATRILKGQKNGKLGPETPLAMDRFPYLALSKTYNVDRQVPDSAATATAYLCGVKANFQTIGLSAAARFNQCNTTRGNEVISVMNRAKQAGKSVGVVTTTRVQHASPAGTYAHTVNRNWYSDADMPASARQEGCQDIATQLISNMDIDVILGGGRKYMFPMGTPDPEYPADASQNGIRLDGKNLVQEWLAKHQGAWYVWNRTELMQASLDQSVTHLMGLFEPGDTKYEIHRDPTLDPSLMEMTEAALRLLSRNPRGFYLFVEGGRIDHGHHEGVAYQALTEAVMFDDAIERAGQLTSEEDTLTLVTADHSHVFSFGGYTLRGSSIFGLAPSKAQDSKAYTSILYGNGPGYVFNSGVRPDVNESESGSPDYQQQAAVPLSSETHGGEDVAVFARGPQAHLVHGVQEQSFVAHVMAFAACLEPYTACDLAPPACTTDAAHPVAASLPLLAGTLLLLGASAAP
# A3A deaminase – inhibitors of human APOBEC3A DNA deaminase | P31941 | recombinant A3A, FAM/TAMRA ssDNA deamination fluorescence | inhibition, % at 20 µM | 330,000 compounds, 0.41% hits;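 active = at least 40% inhibition at 20 µM here, with at most 30% in a related deaminase screen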;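 note: plate controls were A3A with DMSO for no effect and wells lacking A3A enzyme for full effect; some results filed as inactive read as strong as hits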
# Target sequence (P31941 whole entry, looked up): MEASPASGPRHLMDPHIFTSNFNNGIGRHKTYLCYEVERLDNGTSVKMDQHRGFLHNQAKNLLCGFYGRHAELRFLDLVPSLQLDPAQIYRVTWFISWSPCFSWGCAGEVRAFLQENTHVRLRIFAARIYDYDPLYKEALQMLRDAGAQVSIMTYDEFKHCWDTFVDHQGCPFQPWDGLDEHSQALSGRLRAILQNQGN
# ATG4B inh – inhibitors of human ATG4B cysteine protease; AID 504462; inhibition, % at 8.33 µM; 340,000 compounds, 0.51% hits; ATG4B cleavage of LC3-PLA2, NBD-HPC fluorescence, 1 h; Q9Y4P1; in the data active = inhibition above about 40%
# mIAP activ – mouse IAP activation. activation factor at 10 µM. AID 2805. 330,000 compounds, 0.24% hits. muIAP, CDP-Star luminescence, 30 min; stronger effect = higher value; 1 = vehicle-only enzyme signal, 0 = enzyme-free wells;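 active = activation factor of at least 2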; note: the source names both 10 and 20 µM as test concentration; values of inactives mirror those of a sister screen read the other way
#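 Assay system: mouse IAP enzyme / Compound: DMSO-dissolved test compounds / Timing: 30 min, room temperature / Measured by: luminescence from enzymatic CDP-Star hydrolysis / Control set: DMSO-only wells, enzyme-free buffer wells as negative control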
# hIAP activ – human IAP activation | P09923 | purified human IAP, CDP-Star luminescence, 30 min; stronger effect = higher value; 1 = vehicle-only enzyme, 0 = enzyme-free background | activation factor at 10 µM | 330,000 compounds, 0.16% hits | AID 2524;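 active = activation factor of the enzyme at least 2-fold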; note: the source names both 10 and 20 µM as test concentration; values of inactives mirror those of a sister screen read the other way
# A3G deaminase – inhibitors of human APOBEC3G DNA deaminase | recombinant A3G, ssDNA deamination FAM/TAMRA fluorescence | inhibition, % at 20 µM | 330,000 compounds, 0.28% hits;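 active = inhibition of at least 40% at 20 µM, with no more than 30% in the related APOBEC3A deaminase screen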;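 note: plate controls were DMSO wells with A3G for no effect and wells lacking A3G enzyme for full effect; some compounds called inactive have numbers as strong as hits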
# Target sequence (Q9HC16 whole entry, looked up): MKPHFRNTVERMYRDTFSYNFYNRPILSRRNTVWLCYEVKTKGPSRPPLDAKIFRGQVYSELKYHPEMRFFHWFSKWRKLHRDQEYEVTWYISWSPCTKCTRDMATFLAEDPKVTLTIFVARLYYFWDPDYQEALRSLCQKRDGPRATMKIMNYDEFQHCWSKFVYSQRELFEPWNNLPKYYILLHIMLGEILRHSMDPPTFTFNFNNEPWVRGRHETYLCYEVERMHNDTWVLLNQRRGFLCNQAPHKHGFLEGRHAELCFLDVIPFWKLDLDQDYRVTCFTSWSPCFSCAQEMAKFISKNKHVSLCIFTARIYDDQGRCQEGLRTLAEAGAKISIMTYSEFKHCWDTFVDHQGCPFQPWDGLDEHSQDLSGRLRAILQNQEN
# MIN6 prolif – inducers of beta-cell replication in MIN6 cells; proliferation, % at 10 µM; AID 2380; MIN6 cells proliferation, ATPlite luminescence, 48 h; cells starved in 0.2% serum; 100% = growth in 10% serum; 330,000 compounds, 0.29% hits;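 active = compounds whose signal lies at least 3.5 SD above the mean of all wells on their plate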;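 note: 0% = DMSO-treated cells in low-serum medium and 100% = 10% serum control; some compounds called inactive have numbers as strong as hits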
# MPTP block – blocks calcium-induced mitochondrial swelling; isolated mouse mitochondria, Ca2+ swelling absorbance, 30 min; 360,000 compounds, 1.4% hits; AID 602449; inhibition, % at 10 µM;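 active = inhibition of 50% or more, scaled per plate between neutral and stimulator controls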;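 note: 0% = DMSO wells given calcium and 100% = 1 mM EGTA wells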
# mIAP block – mouse IAP inhibition | inhibition, % at 10 µM | AID 2806 | 330,000 compounds, 0.2% hits | purified mouse IAP, CDP-Star luminescence, 30 min;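 active = inhibition of at least 40% at 10 µM in the primary screen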;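 note: plate controls were DMSO with enzyme for no effect and no enzyme wells for full effect; values of inactives mirror those of a sister screen read the other way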
# An asterisk follows results filed as active.
SMILES,hIAP block,A3A deaminase,ATG4B inh,mIAP activ,hIAP activ,A3G deaminase,MIN6 prolif,MPTP block,mIAP block
Cc1ccccc1-c1nc(CS(=O)(=O)CC(=O)NCCN2CCCC2)c(C)o1,-26,-4,-4,0.96,1.3,-3,-2,0.5,4
Cc1ccc(S(=O)(=O)c2ccc(C)cc2)cc1,-6,6,-5,1.1,1.1,-5,0,-0.3,-9
CCN(CC)CCN(C(=O)c1ccc(CN2CCCCC2)o1)C(C(=O)NC1CCCCC1)c1ccc(F)cc1 (centres undefined),-17,0,0,1.1,1.2,-8,-4,0.8,-9
COc1ccccc1N1CCN(C2CCCN(C(=O)c3snnc3C)C2)CC1 (centres undefined),18,-6,18,0.96,0.82,-7,9,-3.5,4
O=C(O)CCCN1C(=O)C(=O)/C(=C(/O)c2ccc(Cl)cc2)C1c1ccccc1 (centres undefined),0,-4,2,0.99,1,-8,-4,-2.0,1
Cc1ccc(-c2cc(C(=O)Nc3cccnc3)c3ccccc3n2)o1,6,25,-7,1,0.94,50*,-5,-1.5,-2
O=C(Nc1cccc(O)c1)c1cccc(S(=O)(=O)N2CCCC2)c1,2,0,-7,1,0.98,-8,-4,-1.2,0
Nc1ccc(Cl)c(S(=O)(=O)Nc2ccccc2Cl)c1,-26,3,0,1,1.3,0,-3,0.4,0
COc1cccc2cc(/C(=N/O)c3ccc(Br)cc3)oc12,7,-2,-5,1,0.93,-7,4,0.7,0
Cc1cc(OCCN2CCN(S(=O)(=O)c3ccccc3F)CC2)ccc1C(C)C,-5,7,-4,0.89,1,4,-2,-1.3,11
O=C(CSCCO)Nc1cccc([N+](=O)[O-])c1,12,6,9,1,0.88,-6,0,0.3,-1
Oc1ccccc1CNc1nc2ccccc2n1CCN1CCCCC1,-14,5,3,1,1.1,9,-5,1.1,-5
O=C(NCCNC(=O)c1ccco1)c1ccco1,6,1,2,1,0.94,-2,0,-0.2,-4
COc1ccc(C)cc1S(=O)(=O)NCC(c1ccco1)N1CCc2ccccc2C1 (centres undefined),4,8,-12,0.99,0.96,-1,-1,-1.3,1
FC(F)(F)c1cccc(NC(=S)Nc2cccc(NC(=S)Nc3cccc(C(F)(F)F)c3)n2)c1,11,-3,26,0.86,0.89,-2,-4,91*,14
Cn1ccsc1=NC(=O)c1ccc(CS(C)(=O)=O)cc1,1,2,-10,0.98,0.99,1,0,-2.8,2
Cc1cc(N2CCCCCC2)nc2ccc(F)cc12,6,-3,18,1.1,0.94,-7,3,0.1,-12
COc1ccc(C)cc1-n1[nH]nnc1=S,0,-3,2,0.95,1,17,-1,-1.9,5
CC(=O)c1ccc(S(=O)(=O)N2CCCC(N(C)CCc3ccccn3)C2)cc1 (centres undefined),-2,-1,2,1,1,-3,-3,0.6,-4
CCC1(C)Cc2c(sc3nnn(CC(=O)Nc4ccccc4C)c(=O)c23)CO1 (centres undefined),16,3,16,0.95,0.84,-3,-1,-1.4,5
CCCN(CC(=O)Nc1ccccc1OC)C(=O)CN1C(=O)NC2(CCCCC2)C1=O,3,-2,-3,1,0.97,-7,1,0.8,0
COc1ccc(Cl)cc1N1C(=NC(=O)C2CCCCC2)SC2CS(=O)(=O)CC21 (centres undefined),-21,-4,-1,1,1.2,-6,4,0.1,-2
CC(C)Oc1ccc(N2CC(C(=O)Nc3ccc4c(c3)OCO4)CC2=O)cc1 (centres undefined),15,-2,-2,0.99,0.85,-5,1,-0.6,1
Cc1c(OCC(=O)NC(Cc2ccc(Cl)cc2)C(=O)O)ccc2c(-c3ccccc3)cc(=O)oc12 (centres undefined),5,1,-9,0.9,0.95,-4,4,0.1,10
O=C(Nc1ccc(Cl)cc1)C1C2C=CC3(O2)C1C(=O)N(CCCN1CCCCC1)C3C(=O)NC1CCCCC1 (centres undefined),-13,-1,3,0.99,1.1,-6,2,0.0,1

# A draw from above in order of molar mass, largest number first:
SMILES,hIAP block,A3A deaminase,ATG4B inh,mIAP activ,hIAP activ,A3G deaminase,MIN6 prolif,MPTP block,mIAP block
Cc1c(OCC(=O)NC(Cc2ccc(Cl)cc2)C(=O)O)ccc2c(-c3ccccc3)cc(=O)oc12 (centres undefined),5,1,-9,0.9,0.95,-4,4,0.1,10
CCCN(CC(=O)Nc1ccccc1OC)C(=O)CN1C(=O)NC2(CCCCC2)C1=O,3,-2,-3,1,0.97,-7,1,0.8,0
Cc1cc(OCCN2CCN(S(=O)(=O)c3ccccc3F)CC2)ccc1C(C)C,-5,7,-4,0.89,1,4,-2,-1.3,11
O=C(Nc1cccc(O)c1)c1cccc(S(=O)(=O)N2CCCC2)c1,2,0,-7,1,0.98,-8,-4,-1.2,0
Cc1cc(N2CCCCCC2)nc2ccc(F)cc12,6,-3,18,1.1,0.94,-7,3,0.1,-12

# (further entries)
SMILES,hIAP block,A3A deaminase,ATG4B inh,mIAP activ,hIAP activ,A3G deaminase,MIN6 prolif,MPTP block,mIAP block
Cc1nn(-c2ccccc2)c(C)c1/C=N/NC(=O)c1ccc(F)cc1,-8,-6,-12,1.2,1.1,-12,0,1.0,-17
O=C(CSCc1nc2ccccc2[nH]1)N1CCN(c2cccc(Cl)c2)CC1,-8,-1,-5,1,1.1,-4,-2,17,-4
Cc1cc(NC(=O)CS(=O)(=O)c2cn(Cc3cccc(F)c3)c3ccccc23)no1,16,0,3,1,0.84,-1,-2,3.5,-1
Cc1cc(C)nc(NS(=O)(=O)c2ccc(NC(=O)c3cc(=O)c4ccccc4o3)cc2)n1,0,-1,1,1,1,-2,-1,-0.7,0
CCC(SCC(=O)OC)C(=O)Nc1nnc(C(C)C)s1 (centres undefined),-6,-3,-5,0.99,1.1,-2,0,-0.4,1
COc1ccc(NS(=O)(=O)c2cc(NC(=O)CC(C)(C)C)ccc2N2CCCC2)cc1,7,0,-2,0.95,0.93,-1,-2,-1.8,5
O=C(CCN1C(=O)/C(=C/c2ccccc2)SC1=S)NCCCN1CCOCC1,0,-3,-4,0.97,1,-6,-1,74*,3
Nc1cc(=O)[nH]c(SCC(=O)Nc2cccc(Cl)c2)n1,6,3,1,0.94,0.94,-9,-1,0.2,6
COC(=O)c1cc(S(=O)(=O)N2CCN(c3cccc(C)c3C)CC2)c[nH]1,-19,-5,-2,1.1,1.2,-9,-3,0.6,-6
N#C/C(=N\Nc1ccc(Cl)cc1)C(=O)c1ccccc1,7,-5,29,0.84,0.93,-6,-5,96*,16
Cc1ccc(NC(=S)NNc2ncc(C(F)(F)F)cc2Cl)c(C)c1,-45,-2,10,0.99,1.4,-7,-2,13,1
CCC(=O)Nc1cc(C)c(NC(=O)CCc2ccccc2)cn1,-6,2,-12,1,1.1,-1,0,0.1,-3
N=c1c(C(=O)NCc2ccccc2)cc2c(=O)n3ccccc3nc2n1CCCN1CCOCC1,11,2,-16,0.94,0.89,-1,-2,-0.9,6
O=C1CCCc2c1[nH]c1c(Br)cccc21,9,2,6,1.1,0.91,-3,-1,-1.3,-10
CC(C)c1ccccc1NC(=O)CNC(C)c1ccc(F)cc1 (centres undefined),4,7,-2,0.98,0.96,-2,5,1.8,2
Cn1cc(NC(=O)OCc2ccc(Cl)cc2)c(C(F)(F)F)n1,0,0,1,0.93,1,-7,-2,2.4,7
C=CCn1cc(Cl)c(=O)n(CC=C)c1=O,-10,-2,1,0.99,1.1,-3,-1,0.9,1
Cc1ccc(S(=O)(=O)NCc2ccccc2)cc1C(=O)N(C)Cc1ccc(F)cc1,8,2,-2,0.92,0.92,-2,2,0.6,8
Cc1cccc(N2CCN(S(=O)(=O)c3cc4c(cc3Cl)NC(=O)CO4)CC2)c1C,5,0,4,0.92,0.95,3,-5,2.9,8
Cc1ccc(SCCC(=O)OCC(=O)NCC2CCCCC2)cc1,0,0,2,1.1,1,-3,-1,-1.2,-9
Cn1cc(/C=N/NC(N)=S)c2ccccc21,6,-6,-3,1,0.94,-10,-1,2.1,-2
O=C(NN1CCOCC1)c1ccc(Cl)cc1Cl,1,-2,0,0.96,0.99,-2,0,2.2,4
Cc1nc(COc2cccc(Cl)c2)sc1C(=O)/C=C/N(C)C,-6,0,-6,0.89,1.1,-7,-2,1.7,12
Cc1ccc(-n2ncc3c2CCCC3NC(=O)c2ccoc2)cc1C (centres undefined),10,-3,3,0.97,0.9,-7,0,1.1,3
CC(C)(C)C(=O)Nc1ccc(NC(=O)C(C)(C)C)cc1,-4,0,1,1,1,-6,-1,-0.7,0
# (more compounds)
SMILES,hIAP block,A3A deaminase,ATG4B inh,mIAP activ,hIAP activ,A3G deaminase,MIN6 prolif,MPTP block,mIAP block
CC(C)(C)NC(=O)Cn1nnc(-c2ccccc2NC(=O)c2ccco2)n1,8,0,-9,0.96,0.92,-5,0,-0.7,4
COc1ccc(OC)c(S(=O)(=O)Nc2ccc(OCC(=O)O)cc2)c1,3,1,-2,0.88,0.97,0,-2,-0.2,12
Cn1c(CCN2CCCCC2)nc2cc(NC(=O)NC3CCCCC3)ccc21,-10,-5,-4,1.1,1.1,-5,1,-1.2,-12
C[C@H](CO)N1C[C@H](C)[C@@H](CN(C)S(=O)(=O)c2ccc(F)cc2)Oc2ccc(NS(=O)(=O)c3ccc(F)cc3)cc2C1=O,6,-2,-15,0.94,0.94,-3,-1,-2.1,6
CCOC(=O)C(CCCCC(NC(C)=O)(C(=O)OCC)C(=O)OCC)(NC(C)=O)C(=O)OCC,-3,-4,-8,1.1,1,-12,2,0.0,-10
O=C1CC(N2CCSCC2)C(=O)N1c1ccc(Br)cc1 (centres undefined),2,-5,-9,1,0.98,-1,-2,0.4,-1
COC(=O)CCCC1=CC2=CC(=O)C(C)(OC(=O)c3cccs3)C(=O)C2=CN1CC(C)C (centres undefined),14,-6,-4,0.97,0.85,-8,-1,0.2,3
O=C(c1cn(CC2CCCCC2)nn1)N1CCN(c2ccc(F)cc2)CC1,3,-4,0,1,0.97,-4,-2,-1.3,-2
N#Cc1nc(-c2ccco2)oc1NCc1ccco1,-13,-2,6,1,1.1,-5,-1,0.6,0
Cc1ccc(S(=O)(=O)N2CCN(S(=O)(=O)N(C)C)CC2)cc1,0,-3,-8,0.97,1,-5,1,0.4,3
Cc1cc(CNC(=O)C2CCC(=O)N(CCc3cccc(F)c3)C2)nn1C (centres undefined),-4,-2,2,1,1,-8,-1,-0.2,-4
CCOC(=O)C(=O)Nc1sc(C(=O)N(CC)CC)c(C)c1C#N,-12,6,-6,1,1.1,-1,1,-0.3,0
O=C(CN1CCN(c2ncccn2)CC1)N1CCc2ccccc21,3,2,-10,1,0.97,0,1,7.0,-2
O=C(NCCCNC(=O)c1cnccn1)c1ccc(Cl)c(Cl)c1,7,3,0,1.2,0.93,0,0,-0.7,-15
O=C1NC(c2ccc3c(c2)OCO3)Nc2ccccc21 (centres undefined),-22,-1,3,1.1,1.2,0,-3,1.4,-5
Cn1c(-c2ccc[nH]c2=O)nc2cc(Cl)ccc21,3,1,6,0.97,0.97,-3,-4,0.4,3
CCN(Cc1cc2cc(C)ccc2[nH]c1=O)S(=O)(=O)c1ccccc1,-3,-2,-6,0.98,1,-5,3,6.6,2
COc1cc(NC(=O)COC(=O)CNS(=O)(=O)c2ccc(F)c(F)c2F)cc(OC)c1,7,2,-9,0.9,0.93,-3,3,-1.0,10
COc1ccc(/C=N/NC(=O)CCn2nc(C)cc2C)cc1O,5,-1,-2,1,0.95,-6,3,1.6,0
CCOC(=O)C1CCN(C(=O)CCNS(=O)(=O)c2cc(Br)cnc2N)CC1,-10,-3,-2,0.94,1.1,2,-3,-1.3,6
CC(C)C(=O)Nc1ccc2oc(-c3cc(F)c(F)cc3Cl)nc2c1,-11,-3,1,0.96,1.1,-1,-2,1.3,4

# Rows are unselected. About 3.3% of those tested had a hit in this group.
